Source: PubChem (The Scripps Research Institute Molecular Screening Center)
GPR151 activ – activators of human GPR151, primary screen, cell-based, PathHunter beta-arrestin, luminescence; hit rate 1% among 650,000; activation, % at 11.2 µM; PathHunter beta-arrestin GPR151 cells; G-protein coupled receptor 151 (Homo sapiens), Q8TDV0; AID 1508602, 2020; in the data active = activation above about 4.9%;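 also: 0% = median of compound wells and 100% = cells with positive control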
Target sequence (Q8TDV0 whole entry, looked up): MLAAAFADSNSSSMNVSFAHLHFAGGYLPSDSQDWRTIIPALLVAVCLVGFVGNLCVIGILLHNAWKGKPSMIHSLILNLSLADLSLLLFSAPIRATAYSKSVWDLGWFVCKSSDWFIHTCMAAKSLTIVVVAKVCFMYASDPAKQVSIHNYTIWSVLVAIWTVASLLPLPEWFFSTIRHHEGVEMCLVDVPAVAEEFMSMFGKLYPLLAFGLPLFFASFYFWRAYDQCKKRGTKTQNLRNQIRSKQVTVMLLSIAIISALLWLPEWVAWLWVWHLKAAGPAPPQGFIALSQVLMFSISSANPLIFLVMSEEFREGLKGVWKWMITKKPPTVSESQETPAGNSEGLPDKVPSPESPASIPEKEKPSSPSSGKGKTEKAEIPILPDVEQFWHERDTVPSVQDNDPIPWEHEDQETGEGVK
MITF inh – MITF inhibitors, primary screen, biochemical, AlphaScreen, human; Microphthalmia-associated transcription factor (Homo sapiens), O75030; AlphaScreen MITF homodimerization, bead proximity signal; inhibition, % at 2.6 µM; hit rate 0.91% among 650,000; in the data active = inhibition above about 50%;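 also: 0% = vehicle wells with protein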
Target sequence (O75030 whole entry, looked up): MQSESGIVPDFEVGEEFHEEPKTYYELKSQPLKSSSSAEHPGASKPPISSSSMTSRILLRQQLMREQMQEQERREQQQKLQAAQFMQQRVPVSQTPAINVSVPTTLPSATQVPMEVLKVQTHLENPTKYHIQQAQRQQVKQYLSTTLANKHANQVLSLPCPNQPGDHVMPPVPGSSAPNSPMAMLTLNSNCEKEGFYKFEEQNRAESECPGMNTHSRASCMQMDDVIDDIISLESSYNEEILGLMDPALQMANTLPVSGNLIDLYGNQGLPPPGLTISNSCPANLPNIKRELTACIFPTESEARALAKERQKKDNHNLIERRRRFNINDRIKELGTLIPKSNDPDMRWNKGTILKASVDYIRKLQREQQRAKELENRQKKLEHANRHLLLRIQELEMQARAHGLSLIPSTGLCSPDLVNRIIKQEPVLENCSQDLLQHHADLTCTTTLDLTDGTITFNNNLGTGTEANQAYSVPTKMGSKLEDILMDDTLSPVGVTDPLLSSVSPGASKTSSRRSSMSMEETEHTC
TEAD-YAP block – TEAD-YAP interaction inhibition, primary screen, TEAD-YAP interaction inhibitor project, luminescence, HEK-TIYL cells | TEAD-Gal4/YAP UAS-luciferase luminescence | inhibition, % at 9.12 µM | hit rate 1.4% among 640,000 | AID 1259422, 2018; in the data active = inhibition above about 32%;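 also: 0% = median of test compound wells and 100% = reference inhibitor wells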
FBW7 activator – FBW7 E3 ligase activators, primary screen, biochemical, AlphaScreen, human; AlphaScreen FBW7–phospho-cyclin E peptide binding, activator screen; normalized activity (activation), % at 26.1 µM; F-box/WD repeat-containing protein 7 (Homo sapiens), Q969H0; hit rate 0.13% among 650,000; in the data active = normalized activity above about 1.9%;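 also: purified mutant Fbw7 with reduced substrate affinity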
Active calls of the source: *.

SMILES	GPR151 activ	MITF inh	TEAD-YAP block	FBW7 activator
Cc1ccccc1NC(=O)c1nn(C)cc1[N+](=O)[O-]	-1.1	4.8	0.6	0.0
S=C(Nc1ccc(Oc2ccccc2)cc1)N(CCCN1CCCCCC1)Cc1cccs1	1.8	2.2	9.0	-0.2
Oc1ccccc1C=NCC(O)CN=Cc1ccccc1O (stereo unspecified)	0.0	-15.7	6.0	0.0
Cc1ccc(CNCc2c(C(=O)N3C[C@@H](C)O[C@@H](C)C3)nc3ccc(Cl)cn23)cc1F	0.8	-5.8	-8.0	0.0
COc1cc(/C=C/C(=O)O)cc(S(=O)(=O)NCc2ccc3c(c2)OCO3)c1OC	-0.4	-1.8	-5.2	-0.1
CO[C@H]1[C@H](NC(=O)c2ccccn2)c2ccccc2C12CCN(C(=O)Cn1cnnn1)CC2	-0.9	11.7	11.3	-0.1
COc1ccc(C(=O)N2CCC[C@H](Cn3cc(C(=O)NCc4ccccc4F)nn3)C2)o1	1.4	9.5	-1.1	0.0
COc1ccc(NC(=O)Nc2ccccc2)cc1OC	-0.8	6.9	-41.7	-0.1
O=C(c1nc2nc(-c3ccccc3)cc(C(F)(F)F)n2n1)N1CCOCC1	-0.6	10.5	7.8	0.1
CCCCC(=O)Nc1cc2nn(-c3ccc(Cl)cc3)nc2cc1C	0.0	12.3	-1.9	0.1
O=C(Cn1c(=O)c(C(F)(F)F)nc2ccccc21)Nc1cccnc1	1.2	19.2	-6.5	0.1
Cc1sc(NC(=O)CN(Cc2ccc(F)cc2)C(=O)c2cccs2)c(C(N)=O)c1C	0.1	12.6	4.9	0.0
C[n+]1cccc(CNC2=C(Cl)C(=O)c3ccccc3C2=O)c1	-7.4	6.4	3.3	0.1
Cc1ccc2c(c1)Oc1cc([N+](=O)[O-])cc(Oc3ccccc3)c1C(=O)N2	0.7	13.3	7.5	0.0
COc1cc(-c2nc(-c3cccs3)c(-c3cccs3)[nH]2)ccc1O	0.5	-13.1	8.7	-0.2
CCOC(=O)C1=CN(c2cc(C)cc(C)c2)C=C(C(=O)OCC)C1c1cccc(OC)c1	-0.4	1.4	3.0	-0.1
COC(=O)c1ccsc1NC(=O)c1ccc(S(=O)(=O)N(C)C2CCCCC2)cc1	1.1	-0.6	2.7	0.0
CCN(CC)CCOC(=O)c1ccc(NC(=O)c2ccc(OC)c(OC)c2)cc1	-7.7	15.1	10.4	0.7
Cc1ccc(-n2c3c(c(=O)[nH]c2=O)C(NC(=O)c2cccnc2)(C(F)(F)F)C(=O)N3)cc1 (stereo unspecified)	-0.6	-9.4	0.2	0.0
Cc1cc(C)nc(Sc2ccc(C(=O)NC(C)(C)C)cc2)n1	1.0	14.2	-4.8	0.1
O=C(CN1C(=O)C2C3CCC(C3)C2C1=O)Nc1ccc([N+](=O)[O-])cc1 (stereo unspecified)	0.1	-16.1	-14.2	0.5
Cc1cc(Nc2[nH]nc(NS(=O)(=O)c3ccc(F)cc3)c2C#N)ccc1F	-1.3	8.7	-9.6	0.6
Cc1ccc2c(c1)N(CCCC(=O)O)C(=O)CO2	-1.5	13.5	11.1	0.4
Cc1cccc(C)c1OCC(=O)N/N=C/c1ccccc1F	0.3	10.2	36.7*	0.1
Cc1cccc(N2CCN(c3nc4nonc4nc3N3CCSCC3)CC2)n1	2.3	-7.8	2.2	0.0
New compounds follow:
SMILES	GPR151 activ	MITF inh	TEAD-YAP block	FBW7 activator
CCOc1cccc2cc(-c3nnc(NCc4ccc5c(c4)OCO5)s3)c(=O)oc12	-0.6	-5.4	3.7	-0.1
O=C(CSc1nc2ccccc2n1S(=O)(=O)c1ccc(Cl)cc1)NCc1ccccc1	-1.2	-6.9	-25.2	0.0
CCN(CC)S(=O)(=O)c1ccc2oc(=S)n(CN3CCCC(CO)C3)c2c1 (stereo unspecified)	2.1	6.3	6.1	0.6
CCCNC(=O)c1cnc(-c2ccc(C(=O)N3CCN(C)CC3)cc2)s1	-1.3	-2.6	-0.6	-0.1
O=C(CC1C(=O)NCCN1Cc1ccc(F)cc1)NCc1cnc2ccccc2c1 (stereo unspecified)	1.6	3.2	0.4	-0.1
CC1CN(C(=S)Nc2cccc(F)c2)CC(C)O1 (stereo unspecified)	1.8	6.7	3.8	-0.1
CCOC(=O)c1c(NC(=O)CSc2nnc(CNC(=O)c3ccc(C)c([N+](=O)[O-])c3)n2-c2cccc(Cl)c2)sc2c1CCC2	0.4	-2.9	2.0	0.0
CCOc1cc(C(=O)Nc2c(C)ccc3nsnc23)cc(OCC)c1OCC	-0.7	2.8	3.8	-0.1
CCCN1C(=O)C(CC(C)=O)(OC(C)=O)c2ccccc21 (stereo unspecified)	0.4	5.1	14.6	-0.1
O=C(CCC(=O)Nc1cccc(C(F)(F)F)c1)Nc1cccc(C(F)(F)F)c1	0.6	-5.6	11.7	0.0
CC(=O)c1c(C)[nH]c(C(=O)OCC(=O)Nc2cccc(S(=O)(=O)N(C)C)c2)c1C	0.0	-6.3	-1.7	-0.1
CC/C(Cc1ccccc1)=N\NC(=O)c1cc([N+](=O)[O-])cc([N+](=O)[O-])c1	0.1	3.5	1.9	0.0
O=C(NCCOc1ccccc1)c1ccnc(NCc2ccc3c(c2)OCO3)c1	0.1	2.2	-12.2	0.0
C=CCN(c1ccccc1)S(=O)(=O)c1ccc2[nH]cc(C(=O)NCc3ccccc3Cl)c(=O)c2c1	0.2	4.5	4.4	0.0
O=C(c1cc(F)ccc1F)N1CCN2C(=O)[C@@H]3C[C@@H](O)CN3C(=O)[C@H]2C1	-0.7	-0.8	2.5	-0.2
O=C(OCCCN1C(=O)c2cccc3c(N4CCCCC4)ccc(c23)C1=O)c1ccc(Cl)cc1Cl	2.4	0.3	-6.0	0.6
CCOC(=O)C(C#N)=C(c1ccccc1)c1ccccc1	0.1	-7.6	5.3	0.0
COC(=O)c1cccc(-c2cc(Cl)c3c(c2)CC(CNC(=O)c2cccnc2)O3)c1 (stereo unspecified)	0.0	1.6	9.5	-0.2
NS(=O)(=O)c1ccc(CCNC(=O)c2cc(Cl)ccc2Cl)cc1	0.2	8.9	2.3	0.3
COC(=O)c1c(NC(=O)CCN2C(=O)c3cccc([N+](=O)[O-])c3C2=O)sc2c1CCC(C)C2 (stereo unspecified)	-0.2	7.2	5.2	0.1
O=C(Nc1ccc2oc(-c3cccc(I)c3)nc2c1)c1ccc2ccccc2c1	-0.1	-4.2	-1.6	-0.2
COc1cc(C2C(C(=O)Nc3ccc(C)cc3)=C(C)Nc3ncnn32)ccc1OCc1ccccc1 (stereo unspecified)	0.3	-4.6	-5.2	-0.1
Cc1cc(C)cc(N=C2NC(=O)/C(=C/c3ccc(OCc4ccccc4C#N)cc3)S2)c1	-0.2	10.7	-8.9	-0.2
Cc1nc2cc(C(=O)NCCc3ccccc3)ccc2n1-c1cccc(F)c1	-0.3	-15.9	-13.0	0.0
CNS(=O)(=O)c1ccc(N2CCC(Cc3ccccc3)CC2)c([N+](=O)[O-])c1	2.8	4.7	-1.2	-0.2

The last three records of the part before open the next one:
SMILES	GPR151 activ	MITF inh	TEAD-YAP block	FBW7 activator
Cc1cc(C)cc(N=C2NC(=O)/C(=C/c3ccc(OCc4ccccc4C#N)cc3)S2)c1	-0.2	10.7	-8.9	-0.2
Cc1nc2cc(C(=O)NCCc3ccccc3)ccc2n1-c1cccc(F)c1	-0.3	-15.9	-13.0	0.0
CNS(=O)(=O)c1ccc(N2CCC(Cc3ccccc3)CC2)c([N+](=O)[O-])c1	2.8	4.7	-1.2	-0.2
CC1(C)OC2C(C(=O)O)O[C@@H](n3cnc4c(N)ncnc43)C2O1 (stereo partly specified)	0.0	12.2	5.3	0.1
CC(C)C1=CC2=CCC3C(C)(C(=O)NCCNC(=O)C4(C)CCCC5(C)C6CCC(C(C)C)=CC6=CCC45)CCCC3(C)C2CC1 (stereo unspecified)	0.4	-6.3	7.7	0.0
Cc1ccccc1-n1c(=S)sc2c(=O)n(-c3ccccc3)c(SCc3cccnc3)nc21	0.6	-0.6	3.0	-0.1
COc1cc(OC)c(NC(=O)CC2Oc3ccc(C)cc3NC2=O)cc1Cl (stereo unspecified)	-1.3	17.1	-8.9	-0.1
O=C(Nc1ccc(C(F)(F)F)cc1Oc1ccc(C2CCCCC2)cc1)c1cccnc1	1.2	3.6	5.5	0.1
O=C(O)c1c2c(nc3ccc(S(=O)(=O)N4CCC(C(=O)O)CC4)cc13)CCCC2	-0.7	19.8	-1.8	-0.2
Cc1ccc(C(=O)O)cc1S(=O)(=O)N(C)CCO	-0.1	4.3	8.6	0.3
COc1ccccc1N1CCN(C(=O)Cc2noc3ccccc23)CC1	-0.8	6.7	-18.0	-0.5
COc1ccc(Cl)cc1NC(=O)c1ccccc1NC(=O)/C=C/c1ccco1	-1.4	20.9	-28.4	0.4
CCOc1ccc(C(C)NC(=O)Nc2ccccc2C(=O)OC)cc1 (stereo unspecified)	0.6	-1.4	3.3	0.0
Cc1cccc(N2CCN(c3nnc(C(F)(F)F)s3)CC2)c1	0.0	-18.2	5.8	-0.1
CCn1ncc(C2=NOC(C(=O)Nc3c(C)nn(Cc4ccc(F)cc4)c3C)C2)c1C (stereo unspecified)	0.7	1.5	6.7	0.1
COc1ccc(CCNC(=O)c2cccc(-c3cccc(N)c3)n2)cc1	-1.5	0.7	3.8	0.1
CCNS(=O)(=O)c1ccc(S(=O)(=O)N(Cc2ccccn2)C2CCCCC2)cc1	-0.6	-18.5	-7.8	0.2
CCOc1cccc(C2CC(c3cccc(Br)c3)=NC(C(C)C)N2)c1O (stereo unspecified)	2.6	-2.9	-13.8	0.0
COc1ccc(NC(=O)CN(C)S(=O)(=O)c2ccc(C)cc2)cc1Cl	-0.4	6.4	-2.9	0.1
CCOc1ccccc1C(=O)NCC(c1ccc2c(c1)CCN2C)N1CCN(C)CC1 (stereo unspecified)	4.1	-4.5	29.7	-0.1
O=C(Nc1ccc2oc(=O)ccc2c1)C1COc2ccccc2O1 (stereo unspecified)	0.8	-6.9	-17.0	-0.1
COc1ccc(CC2(CCC(=O)NCc3csc(C)n3)CCC(=O)N2)c2ccccc12 (stereo unspecified)	1.2	-11.8	4.5	-0.1
NC(=O)Cn1ccn(Cc2ccccc2)c(=O)c1=O	3.9	2.9	5.7	0.2
COc1ccc(N2CCN(c3ncnc4c3cnn4CCNC(=O)c3cccs3)CC2)cc1	0.7	-7.3	36.9*	-0.2
Cc1ccc(NC(=O)C2C3C=CC4(CNC(=O)C(c5ccc(F)cc5)N(Cc5ccccc5F)C(=O)C24)O3)cc1 (stereo unspecified)	-0.1	15.4	9.4	-0.3
COP(=O)(OC)C(Nc1ccc(Cl)cc1)c1ccccc1 (stereo unspecified)	-0.1	-5.0	-7.3	0.3
CCOc1ccc(C(Nc2ccccn2)c2ccc3cccnc3c2O)cc1 (stereo unspecified)	1.1	27.0	85.9*	-1.0
N#Cc1ccc(NC(=O)COC(=O)c2ccc(F)cc2)cc1	-1.4	4.4	2.3	0.1
Further structures
SMILES	GPR151 activ	MITF inh	TEAD-YAP block	FBW7 activator
O=C(Cn1nnc2c(cnn2-c2ccc(F)cc2)c1=O)N1CCCCCC1	-0.8	-7.5	-3.0	0.2
CC(=O)N1C(c2cnc(-c3ccccc3)c(C)c2)CC=C(C)C1c1ccccc1 (stereo unspecified)	-1.3	-5.3	11.3	-0.2
CC(=O)c1ccc2nc(-c3ccccc3)c(-c3ccccc3)nc2c1	1.1	-13.8	0.0	0.1
Cc1ccc(OCCN(C)C(=O)CC2C(=O)NCCN2Cc2ccc(F)cc2Cl)cc1 (stereo unspecified)	-0.2	6.4	4.0	0.2
O=C(Nc1ccc(NC(=O)c2cccs2)nc1)c1cccs1	-1.6	17.8	-37.5	0.4
COc1ccc(N/C(C)=C/C(=O)c2ccccc2)cc1	-0.3	13.5	9.5	-0.1
O=C1N(c2ccc(F)cc2)C2CS(=O)(=O)CC2N1c1ccc(Cl)cc1 (stereo unspecified)	0.3	2.7	-8.9	0.7
CCc1ccc(OCC(=O)Nc2ccc(C)cc2Br)cc1	-1.7	12.6	-35.0	0.8
COc1ccc(/C=C(\NC(=O)c2ccc(OC)cc2)C(=O)Nc2ccccc2C(=O)O)cc1	0.0	9.4	-12.3	0.3
CC(C)OCCCNS(=O)(=O)c1ccc2c(c1)oc(=O)n2C	3.4	8.3	-6.5	0.0
O=C(OCc1nc2c(ccc3ccccc32)[nH]1)C1CCCCC1	-1.0	-8.5	6.7	0.1
Cc1cccc(NC(=O)c2nnn(CC(=O)Nc3c(C)cccc3C)c2N)c1C	-0.6	-8.5	-3.9	0.1
O=C(CCSc1ccc(Cl)cc1)N/N=C/c1ccccc1O	2.6	6.9	-0.3	-0.1
COc1ccc(NC(=O)Cn2nnc(-c3cc(Cl)ccc3-n3cnnn3)n2)cc1	1.1	12.4	4.5	0.1
CCc1ccc(-c2nc3cc(N)ccc3o2)cc1	-6.5	14.6	65.4*	0.1
COC(=O)c1cc(C)sc1NC(=O)/C=C/C(=O)O	-1.7	-8.2	6.0	0.1

Three compounds from above, ordered by SMILES length, smallest number first:
SMILES	GPR151 activ	MITF inh	TEAD-YAP block	FBW7 activator
O=C(Nc1ccc(NC(=O)c2cccs2)nc1)c1cccs1	-1.6	17.8	-37.5	0.4
O=C(OCc1nc2c(ccc3ccccc32)[nH]1)C1CCCCC1	-1.0	-8.5	6.7	0.1
CC(=O)N1C(c2cnc(-c3ccccc3)c(C)c2)CC=C(C)C1c1ccccc1 (stereo unspecified)	-1.3	-5.3	11.3	-0.2
